# Assay outcomes: PubChem BioAssay, National Center for Advancing Translational Sciences (NCATS)
# a7 integrin act – activators of alpha7 integrin expression for muscular dystrophy; alpha7betagal myoblasts, beta-gal FDG fluorescence, 48 h; Potency, µM (top dose mostly 38.3 µM), for inactives: at the highest dose activation, usual class: activators; actives 0.064% (n = 350,000); AID 624291;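 note: potency is the fitted concentration of half-maximal effect; 100% = response of the positive control SU9516; nearly all actives have a fitted effect of over 60% in size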
#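 Alpha7betagal+/- myoblasts (passage 13) were plated 16-24 hr, then exposed to compounds (1:260 dilution of DMSO stock) for 48 hours at 37C. After MPER lysis, β-galactosidase reporter activity was read as FDG fluorescence (ex 480/em 540) after 30 minutes.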
# Mito fusion act – inhibitors of mitochondrial division or activators of mitochondrial fusion; Potency, µM (doses to about 46.1 µM), for inactives: at the top dose growth rescue (activation), most hits filed as activators; actives 0.23% (n = 320,000); AID 485298; S. cerevisiae fusion-defective mutant growth rescue, CellTiterGlo 48 h;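 note: potency is the fitted concentration of half-maximal effect; % of control where 0% means no effect; nearly all actives have a fitted effect of over 45% in size; temperature-sensitive fusion mutants such as fzo1-1 at 37 °C on non-fermentable ethanol glycerol medium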
#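 Growth-rescue viability read-out: after 48 h at the non-permissive 37C in glycerol/ethanol YPEG, yeast mitochondrial fusion mutants are measured by CellTiterGlo luminescence; compounds (23 nl pinned per well) restoring growth score as division inhibitors or fusion activators.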
# TSG101-PTAP inh – blocks PTAP/TSG101 interaction to inhibit HIV-1 budding; Fluorescence polarization, FITC-PTAP peptide / Tsg101 binding; Potency, µM (titrated, usually from 115 µM), for inactives: at the highest dose activity change, negative = inhibition, most hits filed as inhibitors; 340,000 tested, under 10 active; AID 493005; active = well fitted inhibition curve with a large enough effect in the main read-out, with a control signal flat, not every such curve was filed as active; inconclusive = small, poorly fitted or top-dose-only effect, or effect the other way, or a change in a side signal; inactive = no such curve, though single readings can be large or run the other way; note: potency is the fitted concentration of half-maximal effect; % of control where 0% means no effect
# Target sequence (Q99816 whole entry, looked up): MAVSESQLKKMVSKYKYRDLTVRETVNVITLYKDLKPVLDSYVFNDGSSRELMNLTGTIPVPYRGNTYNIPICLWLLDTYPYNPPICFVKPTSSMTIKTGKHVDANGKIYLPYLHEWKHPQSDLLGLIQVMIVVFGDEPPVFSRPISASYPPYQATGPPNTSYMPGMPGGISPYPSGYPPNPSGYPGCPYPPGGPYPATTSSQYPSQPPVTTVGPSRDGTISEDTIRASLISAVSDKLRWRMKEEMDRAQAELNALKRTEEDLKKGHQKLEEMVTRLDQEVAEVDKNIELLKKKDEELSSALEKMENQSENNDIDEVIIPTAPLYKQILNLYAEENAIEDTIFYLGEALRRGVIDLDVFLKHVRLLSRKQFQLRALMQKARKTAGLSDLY
#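 Tsg101 binding domain (10 uM final) was mixed with compound and a FITC-labeled PTAP peptide (50 nM final) in HEPES pH 7.5 buffer with NaCl, Tween 20, EDTA and TCEP; fluorescence polarization was read after 20 min at r.t.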
# Menin-MLL TR inh – inhibitors of human menin-MLL interaction, mutant MLL peptide; O00255; Menin + Texas Red MLL mutant peptide, fluorescence polarization; actives 0.23% (n = 270,000); Potency, µM (series often up to 61.6 µM), for the others: top-dose FP activity change, negative = inhibition, hits mostly inhibitors; active = well fitted inhibition curve with a large enough effect in the polarisation, with a control signal flat, not every such curve was filed as active; inconclusive = small, poorly fitted or top-dose-only effect, or effect the other way, or a change in a side signal; inactive = no such curve, though single readings can be large or run the other way; the % refers to the polarisation; note: potency is the fitted concentration of half-maximal effect; % of control where 0% means no effect; many of its hits are not listed in these tables
# ASM inhibitor – blocks human secretory acid sphingomyelinase; actives 0.006% (n = 340,000); Potency, µM (highest dose often 57.5 µM), without a hit: at the top dose activity change, negative = inhibition, actives largely listed as inhibitors; P17405; placental ASM, HMU-PC fluorogenic substrate, 60 min; note: potency is the fitted concentration of half-maximal effect
#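 Human placenta-derived ASM preincubated with compound 10 min at room temperature, then reacted with 9 uM (final) fluorogenic HMU-PC substrate for 60 min at 37 C. Stop solution raises pH to 10; fluorescence read at Ex 386/Em 447 nm.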
# TSHR antagonist – blocks TSH signaling through the human TSH receptor; P16473; TSHR-expressing cells, TSH-stimulated cAMP HTRF, 2 h; hits give low values; activity change, negative = inhibition, % at 11.5 µM; actives 0.2% (n = 330,000); AID 504810;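 active = activity change below a set negative limit, meaning inhibition stronger than a set level, cut at about -70% in these data; inconclusive = activity change between two set negative limits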; note: % is set by controls: 0 for no effect and ±100 for the full control effect
#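 Freshly harvested TSHR cells receive pin-tooled compound, then EC80 TSH at 4nM final. After 2 hours at 37 deg C, antibody in lysis buffer and cAMP-d2 are added; 30 minutes at ambient temperature precede the HTRF read.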
# MBNL1-CUG inh – blocks human MBNL1 binding to CUG repeat RNA; actives 0.036% (n = 280,000); Potency, µM (titrated, usually from 57.5 µM), inactives show at the top dose activity change, negative = inhibition, actives largely listed as inhibitors; Q9NR56; AID 2675; TR-FRET MBNL1-His/biotin-(CUG)12 binding, 665/545 ratio; active = well fitted inhibition curve with a large enough effect in the signal ratio, with a control signal flat, not every such curve was filed as active; inconclusive = small, poorly fitted or top-dose-only effect, or effect the other way, or a change in a side signal; inactive = no such curve, though single readings can be large or run the other way; the % refers to the signal ratio; note: potency is the fitted concentration of half-maximal effect; % is set by controls: 0 for no effect and ±100 for the full control effect
# Target sequence (Q9NR56 whole entry, looked up): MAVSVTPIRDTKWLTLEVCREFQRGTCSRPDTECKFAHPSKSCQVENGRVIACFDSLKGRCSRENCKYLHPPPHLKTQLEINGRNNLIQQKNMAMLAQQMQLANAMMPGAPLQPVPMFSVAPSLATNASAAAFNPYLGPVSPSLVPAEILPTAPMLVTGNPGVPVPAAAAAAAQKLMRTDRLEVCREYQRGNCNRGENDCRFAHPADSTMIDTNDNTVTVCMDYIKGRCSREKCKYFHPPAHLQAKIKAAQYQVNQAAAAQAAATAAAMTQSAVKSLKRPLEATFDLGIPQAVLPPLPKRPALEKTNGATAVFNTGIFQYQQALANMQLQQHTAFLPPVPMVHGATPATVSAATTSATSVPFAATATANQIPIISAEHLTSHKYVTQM
#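 His-tagged MBNL1 binding to biotinylated (CUG)12 RNA was measured by TR-FRET using terbium anti-His antibody (0.055 ng/ul final) and streptavidin-XL665 (5 nM final). Compounds were titrated 92 nM to 58 uM; 60 min at room temperature.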
# A-T KAP1 phos – potential ataxia-telangiectasia treatments restoring KAP-1 phosphorylation; […] A-T fibroblasts, KAP-1 phosphorylation AlphaLISA; neocarzinostatin DNA damage 30 min before lysis; Potency, µM (doses to about 57.5 µM), inactives show at the highest dose activation, most hits filed as activators; actives 0.19% (n = 320,000); note: potency is the fitted concentration of half-maximal effect; % of control where 0% means no effect; nearly all actives have a fitted effect of over 45% in size
#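 ATM-like activity read as KAP-1 phosphorylation via AlphaLISA donor/acceptor antibody pairs after lysis and 6 hr at 25C. Cells were ATM-null patient fibroblasts ([…], hTERT), dosed 60 min, then exposed to the DSB inducer NCS for 30 min.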
# TCR act – activates T cell receptor signaling. primary human leukocytes, anti-CD3, IL-2 HTRF, 48 h. Potency, µM (top dose mostly 9.22 µM), without a hit: at the highest dose activation of IL-2 secretion, actives largely listed as activators. 330,000 tested, under 10 active. AID 504894; note: % of control where 0% means no effect
#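 Human primary leukocytes + a-CD3 beads + cpd, 48 hr; IL-2 in supernatant by HTRF (ex 320nm / em 665nm). No co-stimulatory signal supplied.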
# CXXC DNA block – inhibitors of human MLL CXXC domain-DNA interaction. Potency, µM (highest dose often 115 µM), for the others: top-dose activity change, negative = inhibition, hits mostly inhibitors. MLL-CXXC / FITC-HOXA9 DNA fluorescence polarization. actives 0.037% (n = 290,000). Q03164. AID 2662; active = well fitted inhibition curve with a large enough effect in the polarisation, with a control signal flat, not every such curve was filed as active; inconclusive = small, poorly fitted or top-dose-only effect, or effect the other way, or a change in a side signal; inactive = no such curve, though single readings can be large or run the other way; the % refers to the polarisation; note: potency is the fitted concentration of half-maximal effect
#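 Steps: dispense CXXC domain solution (7 uM) → pin compounds or unlabeled HOX-A9 DNA control → 5 min ambient → add FLSN-HOX-A9 solution (50 nM) → spin → 30 min ambient → fluorescence polarization. Tris pH 7.5/NaCl/DTT/BSA buffer.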
# Starred values were filed as active, the others as inactive; ? = inconclusive; . = no result given; [ ] = remark or other dose. Unless noted, calls come from the whole dose curve; as a rule, active = well fitted curve in the direction sought with a large enough effect; inconclusive = small, poorly fitted or top-dose-only effect, or another doubt; inactive = no such curve, though single readings can be large; an effect the other way counts as inactive or inconclusive. An excerpt; the hit share may differ from the screen's.
SMILES,a7 integrin act,Mito fusion act,TSG101-PTAP inh,Menin-MLL TR inh,ASM inhibitor,TSHR antagonist,MBNL1-CUG inh,A-T KAP1 phos,TCR act,CXXC DNA block
CCCCn1c(N)c(N(CCC(C)C)C(=O)CSc2nncn2-c2ccccc2)c(=O)[nH]c1=O,10%,8%,-1%,.,6%,10,.,10%,8%,.
CC(C)C(NC(=O)c1ccccc1Br)c1ccccc1 (centres undefined),18%,-3%,-4%,-18%,-2%,-3,6%,3%,-3%,-13%
CC(NC(=O)c1ccccc1F)c1nnc(SCC(=O)Nc2nccs2)n1C (centres undefined),-33%,0%,-6%,-1%,-4%[11.5 µM],9,-8%,9%,6%,-1%
CS(=O)(=O)N1CCN(c2ccc([N+](=O)[O-])c(N3CCOCC3)c2)CC1,30%,1%,-7%,3%,-8%,-12,?,2%,1%,-25%
O=C(O)CC(NCc1ccco1)C(=O)OCC1CCCO1 (centres undefined),2%,2%,-1%,4%,-1%,7,2%,-4%,-1%,-3%
Cc1ccc(CNC(=O)CN(c2cccc([N+](=O)[O-])c2)S(=O)(=O)c2ccccc2)cc1,-27%,5%,-5%,12%,-2%,-3,15%,1%,0%[46.1 µM],-2%
COc1cc(C(=O)NCC(=O)N/N=C\C(C)=C/c2ccccc2)cc(OC)c1OC,-9%,-3%,-7%,.,-10%,-5,?,0%,0%,-6%
CCSC1=NCCN1S(=O)(=O)c1ccc(F)cc1,-12%,-6%,-1%,-1%,-1%,13,0%,3%,.,?
Cc1cc(C)cc(-n2c(N)c(C(=O)Nc3c(C)n(C)n(-c4ccccc4)c3=O)c3nc4ccccc4nc32)c1,12%,5%,1%,-17%,25%,11,?,3%,-1%[46.1 µM],-5%
COC1=CC(=Cc2c(N)n3nc(CC(=O)N4CCCCC4)sc3nc2=O)C=C(OC)C1=O,?,-6%,39%[activator],.,-4%,-6,6%,-4%,3%,?
O=[N+]([O-])c1ccc(OC(F)F)c(/C=N/n2cnnc2)c1,-32%,-2%,-4%,.,2%,5,.,-2%,4%,-8%
COc1cc(C)ccc1OCc1cc(C(=O)N2CCCCCC2)no1,?,2%,-7%,?,2%,22,-2%,1%,1%,-4%
CCOC(=O)N1CCN(C(=O)CS(=O)(=O)Cc2nc(-c3ccccc3F)oc2C)CC1,?,11%,3%,-8%,-1%,1,-19%,1%,-5%,10%
CC(NC(=O)c1cc(-c2ccc(Br)cc2)on1)c1ccccc1 (centres undefined),-2%[7.66 µM],-1%,-2%,-14%,-2%,24,-5%,1%,.,4%
O=C(CN1C(=O)c2cccc3cccc1c23)NCc1ccncc1,-2%,-1%,-10%,-2%,38%[activator],0,?,-4%,4%,-1%
O=C1/C(=C/c2ccc([N+](=O)[O-])cc2)CCc2ccccc21,.,-5%,.,13%,.,-7,11%,-14%,.,-4%
COc1ccccc1NC(=S)N1CCN(c2ncccn2)CC1,-16%,-3%,1%,-8%,2%,0,0%,1%,5%,3%
O=C(N/N=C/c1cccnc1)c1ccc2ccccc2c1O,12%,-6%,-2%,.,-1%,-11,?,10%,3%,0%
CCN(CC)CCNC(=O)c1c(C)oc2cc(Br)c(OC)cc12,-53%[inhibitor],2%,-4%,-4%,1%,-8,0%,2%,5%,0%
COC(=O)CSc1cnc2ccccc2n1,-9%,4%,1%,-12%,-2%,.,19%,.,-4%,0%
C=CCn1c(SCc2csc(C)n2)nc2sc3c(c2c1=O)CCCCC3,-41%[inhibitor],21%,0%,9%,-1%,-14,57%[activator],2%,1%,1%
O=C(Cn1cc2c(n1)CCCCC2)NCc1ccccc1,0%,1%,0%,-12%,3%,-3,-7%,4%,9%,-1%
c1ccc(-c2c[nH]c(-c3ccccc3)c2)cc1,-8%,.,-4%,.,-7%,.,.,.,-3%,.
Cc1ccc(S(=O)(=O)CCC(=O)OCC(=O)NC(N)=O)cc1,-1%,5%,-1%,.,5%,3,.,1%,1%,20%
CCCOc1ccc(CNC(=O)CCC(=O)n2ncc3cc(C)ccc32)cc1,12%,-4%,0%,6%,2%,1,4%,-10%,-3%,.
CC(C(=O)Nc1nc2ccccc2[nH]1)N1C(=O)C2CC=CCC2C1=O (centres undefined),44%,0%,-2%,1%,-1%,23,-1%,6%,11%,-27%
O=C(CN(C(=O)c1csnn1)c1ccc(F)cc1)NCc1ccc2c(c1)OCO2,2%,-7%,1%,.,-1%,-5,0%,1%,-2%,3%
CCOc1c(Br)cc(C(N)=O)cc1OC,9%,1%,-3%,18%,0%,23,3%,.,4%,-7%
O=C(CSc1n[nH]c(-c2ccco2)n1)N1c2ccccc2Sc2ccccc21,-12%,2%,-10%,?,-7%,1,-4%,-8%,8%,4%
O=C(Nc1ccccc1Cl)N1CCN(c2ccc3nnc(-c4ccc(F)cc4)n3n2)CC1,-10%,-5%,-1%,3%,-20%,6,4%,5%,-5%,-9%
COc1ccc(C(=O)NC(=S)N2CCN(c3ccc([N+](=O)[O-])cc3)CC2)cc1,-12%,-3%,-5%,-6%,-7%,-20,11%,-1%,2%[46.1 µM],2%
CCn1c(SCC(=O)NNC(=O)c2ccc(C)cc2)nnc1-c1ccncc1,3%,.,-4%,.,-2%,.,.,.,4%,.
COc1ccc(-n2c(Cc3cc(=O)[nH]c(=O)[nH]3)nnc2SCC(=O)NC2CCCC2)cc1,24%,2%,-2%,0%[11.7 µM],3%,-3,1%,6%,9%,4%
Cc1cccc(NC(=O)c2cnn(-c3ccc(F)cc3)c2C2CCNCC2)c1C,-22%,2%,0%,3%,2%,-11,-1%,0%,.,5%
COc1ccc(O)c(/C=N/NC(=O)CCC(=O)Nc2ccc(F)cc2)c1,13%,-6%,3%,15%,51%[activator],5,17%,-3%,2%,29%
Cc1ccc2sc(N3CCN(C(=O)c4ccc([N+](=O)[O-])o4)CC3)nc2c1C,0%,22%,0%,.,-7%,1,.,5%,2%,.
COc1ccc(OC)c(NC(=O)COC(=O)C2CCC2)c1,6%,11%,-3%,.,3%,-12,.,-1%,-3%,.
CC(=O)Nc1ccc2c(c1)C(=O)N(c1cccc(C)c1)C2=O,-1%,-6%,-10%,.,20%,-9,8%,-4%,-3%,2%
C#CCOC(=O)C(NC(=O)c1ccccc1)=C1CCCCC1,3%,0%,-2%,-13%,1%,-9,-2%,0%,-5%,11%
CCOc1ncccc1C(=O)Nc1ccc(S(=O)(=O)N2CCCC2)cc1,-14%,-3%,-1%,5%,2%,-7,13%,5%,-3%,2%
COc1ccc(CNC(=O)C2CC(=O)N(c3ccc(OCC(=O)N4C(C)CCCC4C)cc3)C2)cc1 (centres undefined),11%,-7%,0%,-6%,-2%,0,-3%,6%,4%,9%
Cc1ccc(/C=C2\SC(=O)N(CCNC(=O)C3CSC4(C)CCC(=O)N34)C2=O)cc1 (centres undefined),-2%,11%,-1%,.,-6%,-12,.,2%,4%,.
Cc1c(Cc2ccccc2)c(=O)oc2cc(OCC(=O)NCC(O)c3ccccc3)ccc12 (centres undefined),11%,-9%,-2%,?,-4%,-3,11%,12%,-4%,-3%
CCC(=S)/C=C1\Sc2ccccc2N1CCCS(=O)(=O)O,-23%,5%,-3%,3%,0%,15,?,-8%,-4%,-11%
CCC(C)/C(C)=N/NC(=O)c1cn(-c2ccccc2)nc1-c1ccccc1 (centres undefined),-4%,-1%,-2%,-15%,-2%,-9,.,5%,-5%[46.1 µM],6%
CCCCN(C(=O)c1cccc(S(=O)(=O)N2CC(C)OC(C)C2)c1)c1c(N)n(CCCC)c(=O)[nH]c1=O (centres undefined),6%,-3%,-3%,.,12%,11,4%,11%,-4%,0%
Cc1ccc(Sc2ccc(S(=O)(=O)Nc3ccc(CC(=O)O)cc3)cc2)cc1C,26%,-1%,-1%,.,5%,-30,.,1%,0%,.
CCN(CC)S(=O)(=O)c1cccc(C(=O)N/N=C(\C)c2cccs2)c1,0%,5%,-3%,-23%,3%,4,5%,-3%,0%,-6%
COc1ccc(/C(C)=N\NC(=O)CNC(=O)C(c2ccccc2)c2ccccc2)cc1OC,-46%[inhibitor],-5%,-2%,18%,2%,6,-5%,3%,2%,7%
O=C(Nc1ccc2oc(Cc3ccc(Cl)cc3)nc2c1)c1cccnc1,7%,10%,-7%,0%,-4%,-3,-16%,4%,.,3%
